# Source: PubChem BioAssay
# MRP-1 activ – activators of MRP-1; H69AR cells + doxorubicin, viability rescue, CellTiter-Glo; 0.61% of 140,000 active; viability increase, % at 10 µM;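 active = viability gain under doxorubicin at or above a set limit, the compound median plus 3 SD, cut at about 4.7% in these data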;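 note: MRP-1 overexpressing cells given doxorubicin 25 µM after compound pretreatment; 18-22 h compound pretreatment then 72 h with doxorubicin before readout; 0% = doxorubicin-only wells and 100% = vehicle-treated cells without doxorubicin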
# BB579 growth dn – yeast BB579 growth reduction in restrictive medium. S. cerevisiae BB579 growth, OD615, 48 h. 0.51% of 140,000 active. inhibition, % at 10 µM;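 active = inhibition above a set limit, 3 SD over the mean compound inhibition, cut at about 44% in these data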; note: inactives centre near -24
#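 controls = amphotericin B 10 µg/mL, positive | assay system = DeaD yeast strain BB579 | schedule = 48 h compound exposure at 30 °C after 4 h preincubation | detection = OD615 turbidity measurement | medium = restrictive CSMM-D medium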
# GALR2 blocker – blocks the human galanin receptor 2. O43603. GALR2-expressing cells, antagonist mode. inhibition, % at 4 µM. 0.39% of 140,000 active; in the data active = inhibition above about 27%;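 note: cells stimulated with galanin 1-16 at roughly its EC80; 0% = agonist challenge control and 100% = basal control without agonist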
# Target sequence (O43603 whole entry, looked up): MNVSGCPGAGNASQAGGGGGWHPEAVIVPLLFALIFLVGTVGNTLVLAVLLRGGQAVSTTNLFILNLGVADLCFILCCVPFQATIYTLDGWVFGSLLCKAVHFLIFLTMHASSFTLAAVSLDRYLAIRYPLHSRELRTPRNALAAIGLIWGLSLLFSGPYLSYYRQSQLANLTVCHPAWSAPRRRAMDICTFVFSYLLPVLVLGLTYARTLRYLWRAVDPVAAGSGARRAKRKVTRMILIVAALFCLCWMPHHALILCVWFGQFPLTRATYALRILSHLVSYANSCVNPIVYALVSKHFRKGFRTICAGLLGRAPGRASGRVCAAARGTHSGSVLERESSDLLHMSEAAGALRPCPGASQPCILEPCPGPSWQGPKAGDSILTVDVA
# E-sel TNF inh – TNF alpha driven E-selectin expression inhibition; HUVEC TNFa-induced E-selectin immunofluorescence, high content; inhibition, % at 2 µM; 0.71% of 120,000 active;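 active = inhibition above the batch mean plus 3 SD, and confirmed as a hit on visual image review, cut at about 43% in these data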;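 note: 0% = TNF-stimulated DMSO wells and 100% = unstimulated control wells; not every result past the cut was called active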
# Yeast life ext – extends the lifespan of yeast; S. cerevisiae growth with nicotinamide, OD615; deaD strain in restrictive glucose medium; inhibition of the nicotinamide effect, % at 10 µM; 0.68% of 130,000 active;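 active = inhibition above a set limit, placed 3 SD over the median of all compounds, cut at about 26% in these data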;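 note: 0% = nicotinamide-treated wells and 100% = cells grown without nicotinamide; some compounds called inactive have numbers as strong as hits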
#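 System: Modified budding yeast, DeaD strain | Buffer or medium: Restrictive glucose medium | Also added: 1.5 mM nicotinamide | Doses: 10 µM single point, 0.25% DMSO | Schedule: 48 h compound exposure at 30 °C, humidified | Detection: Absorbance at 615 nm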
# Phagocyt inh – inhibitors of macrophage phagocytosis | inhibition, % at 5 µM | 0.07% of 110,000 active | J774A.1 macrophage IgG-bead phagocytosis, imaging;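 active = inhibition above the mean of the plate negative controls plus 5 SD, cut at about 13% in these data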;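 note: phagocytic index as fraction of beads internalized from green versus red external bead signal; plate controls were DMSO negative control for no effect and cytochalasin-D positive control for full effect; some results beyond the cut were filed as inactive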
# NPY Y2 blocker – NPY-Y2 (human) receptor antagonism. 0.99% of 140,000 active. inhibition, % at 2.7 µM. P49146. NPY-Y2 expressing cells, antagonist mode; in the data active = inhibition above about 17%;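 note: 0% = vehicle with agonist challenge and 100% = reference antagonist with challenge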
# Target sequence (P49146 whole entry, looked up): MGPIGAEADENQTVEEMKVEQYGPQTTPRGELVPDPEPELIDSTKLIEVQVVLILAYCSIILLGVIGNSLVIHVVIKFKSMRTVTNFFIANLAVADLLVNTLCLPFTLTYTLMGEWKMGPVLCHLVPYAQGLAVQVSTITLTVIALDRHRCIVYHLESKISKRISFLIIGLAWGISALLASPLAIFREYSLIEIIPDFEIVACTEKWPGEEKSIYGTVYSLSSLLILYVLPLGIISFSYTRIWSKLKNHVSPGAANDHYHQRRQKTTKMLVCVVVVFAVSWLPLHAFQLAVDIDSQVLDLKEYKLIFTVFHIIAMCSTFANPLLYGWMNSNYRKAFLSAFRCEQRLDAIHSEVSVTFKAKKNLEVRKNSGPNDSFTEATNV
# Measles CPE – protection of cells from measles virus; Measles virus-infected cells, CPE protection, absorbance; protection (pct of control), % at 4 µM; 1.5% of 140,000 active; AID 841; in the data active = protection mostly above about 24%, no sharp cut-off; inactive = mostly below about 26%; note: some compounds called inactive have numbers as strong as hits
# HCT116 PTEN-null – growth suppressors of cells with PTEN tumor suppressor deletion | HCT116 PTEN-null viability, CellTiter-Glo, 60 h; hits give low values | viability, % at 10 µM | 1.2% of 140,000 active | AID 827;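 active = viability at or below a set limit, 4 SD under the median of all tested compounds, cut at about 3.7% in these data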;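 note: PTEN knockout HCT116 line with beta catenin targeted HCT116 as companion control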
# HCT116 bCat-KO – beta-catenin-lacking colon tumor cell growth suppression. HCT116 beta-catenin knockout viability, CellTiter-Glo, 60 h; hits give low values. viability, % at 10 µM. 1.5% of 140,000 active;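 active = viability at or under a set limit, the compound median less 4 SD, cut at about 6% in these data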;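 note: 0% = Hyamine 1622 control at 20 µM and 100% = untreated cell control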
# * hit, by the source's call; · = not tested or not shown.
1) COc1ccc(N(C(=O)c2ccco2)S(=O)(=O)c2cc(Cl)c(Cl)cc2Cl)cc1
2) Cc1ccc2c(C(=O)CSc3ccccc3)c(C)[nH]c2c1
3) O=S(=O)(Nc1cccnc1)c1cccc(Cl)c1
4) O=c1[nH]cnc2[nH]ncc12
5) Cn1c(=O)c2c(nc(N3CCCCC3)n2CCSc2nc3ccccc3s2)n(C)c1=O
6) CCNC(=O)CSc1nnc(-c2ccccc2)n1-c1ccc(OCC)cc1
7) Cc1nn(CCCC(=O)Nc2cc(Oc3ccc(F)cc3)cc([N+](=O)[O-])c2)c(C)c1[N+](=O)[O-]
8) COc1cccc(C2CC(c3cccc(C)c3)n3ncnc3N2)c1 (stereo not given)
Screen / compound no.,1,2,3,4,5,6,7,8
MRP-1 activ,-1.9,1.1,0.2,-0.3,-1.2,-1.5,-4.0,-0.2
BB579 growth dn,-75,-26,1,-38,-44,-38,-77,5
GALR2 blocker,-4,5,-24,2,-1,4,4,-3
E-sel TNF inh,-8,·,39,·,-4,-41,23,8
Yeast life ext,0,-2,-1,6,-8,-4,6,-3
Phagocyt inh,-2,-4,0,·,2,1,-3,0
NPY Y2 blocker,4,-1,4,1,4,-2,0,-1
Measles CPE,2,9,4,27,7,8,1,9
HCT116 PTEN-null,34,94,100,92,49,101,31,93
HCT116 bCat-KO,43,85,106,98,55,105,43,87

9) O=C(Nc1ccccc1)OCCNC(=O)c1cccc(Cl)c1
10) O=C(c1ccco1)N1CCN(C(=O)c2cccc3c2C(=O)N(C2CCCCC2)C3)CC1
11) CCOc1cc(/C=N/NC(=O)CN2CCCCC2)ccc1OCc1cccc(Cl)c1
12) COc1ccc(/C=C2/SC(=O)N(CCC(=O)Nc3ccc(C)cc3)C2=O)cc1OC
13) CCOc1ccc(-c2nnc(-c3cccs3)o2)cc1OCC
14) CCOC(=O)N1CC=C2C(C#N)=C(N)C(C#N)(C#N)[C@H](c3ccsc3)[C@H]2C1
15) CSc1nc(-c2ccco2)nn1S(=O)(=O)c1ccc(C)cc1
16) O=C(CNC(=O)c1ccccc1F)NC1CC1
Screen / compound no.,9,10,11,12,13,14,15,16
MRP-1 activ,-0.7,-1.0,-3.0,-4.8,-1.7,-1.6,-0.5,-0.3
BB579 growth dn,-2,-35,12,-18,-5,-63,-52,-16
GALR2 blocker,13,6,10,-15,3,2,2,3
E-sel TNF inh,-2,16,11,·,·,-2,-9,·
Yeast life ext,-9,2,-6,-2,-18,3,-1,·
Phagocyt inh,0,-1,-14,-1,2,3,0,·
NPY Y2 blocker,-1,-2,11,0,-1,8,1,1
Measles CPE,29*,3,33,8,12,6,5,3
HCT116 PTEN-null,99,93,91,53,100,101,101,107
HCT116 bCat-KO,90,91,90,29,105,99,101,94

17) Cc1ccc(OCC(=O)Nc2nnn(C)n2)c(C)c1
18) CC1CCN(C(=O)c2cc3nc(-c4ccccc4)cc(-c4ccccc4)n3n2)CC1
19) COC(=O)C1=C(N)Oc2cc(N(C)C)ccc2C1c1ccccc1OC (stereo not given)
20) CCN(CC)S(=O)(=O)c1ccc2c(c1)nc(CCC(=O)Nc1ccccc1Cc1ccccc1)n2CC
21) N#C/C(=C1\C(=O)Nc2c(Cl)cc(Cl)cc21)c1nnc2n1CCCCC2
22) CN(C)c1ccc(Nc2c3c4c(cccc4n(C)c2=O)C(=O)c2ccccc2-3)cc1
23) Nc1nc(SCc2ccccc2Cl)ns1
24) Fc1ccc(Br)cc1/C=N/n1cnnc1
25) O=C(O)CSCCn1cccn1
26) CCOC(=O)c1ccccc1NC(=O)Nc1ccc(OC)c(OC)c1
27) O=C(CNC(=O)c1cccc(Cl)c1)N/N=C/C=C/c1ccccc1
Screen / compound no.,17,18,19,20,21,22,23,24,25,26,27
MRP-1 activ,-0.5,-2.6,-4.5,-0.8,-2.9,-4.8,-2.4,-1.7,0.1,-1.9,-0.3
BB579 growth dn,-39,-46,-45,-39,-19,-18,-40,-15,-35,-30,-41
GALR2 blocker,-15,-9,0,-2,15,0,7,-1,6,-10,-1
E-sel TNF inh,-15,-2,·,26,5,·,-2,-32,-10,1,·
Yeast life ext,-12,-9,18,-12,12,4,·,-19,16,-18,2
Phagocyt inh,-1,-1,4,·,1,-5,·,0,0,-1,-7
NPY Y2 blocker,-3,2,3,2,3,0,2,1,-1,1,-1
Measles CPE,6,23,7,8,11,23,3,7,6,2,16
HCT116 PTEN-null,97,64,16,79,90,20,84,96,103,95,88
HCT116 bCat-KO,100,76,13,82,92,25,81,107,92,94,93

# Part of the list above in a different format:
cpd	Compound	MRP-1 activ	BB579 growth dn	GALR2 blocker	E-sel TNF inh	Yeast life ext	Phagocyt inh	NPY Y2 blocker	Measles CPE	HCT116 PTEN-null	HCT116 bCat-KO
24	Fc1ccc(Br)cc1/C=N/n1cnnc1	-1.7	-15	-1	-32	-19	0	1	7	96	107
4	O=c1[nH]cnc2[nH]ncc12	-0.3	-38	2	·	6	·	1	27	92	98

# Compounds shown so far containing a halogen:
1) COc1ccc(N(C(=O)c2ccco2)S(=O)(=O)c2cc(Cl)c(Cl)cc2Cl)cc1
3) O=S(=O)(Nc1cccnc1)c1cccc(Cl)c1
7) Cc1nn(CCCC(=O)Nc2cc(Oc3ccc(F)cc3)cc([N+](=O)[O-])c2)c(C)c1[N+](=O)[O-]
9) O=C(Nc1ccccc1)OCCNC(=O)c1cccc(Cl)c1
11) CCOc1cc(/C=N/NC(=O)CN2CCCCC2)ccc1OCc1cccc(Cl)c1
16) O=C(CNC(=O)c1ccccc1F)NC1CC1
21) N#C/C(=C1\C(=O)Nc2c(Cl)cc(Cl)cc21)c1nnc2n1CCCCC2
23) Nc1nc(SCc2ccccc2Cl)ns1
24) Fc1ccc(Br)cc1/C=N/n1cnnc1
27) O=C(CNC(=O)c1cccc(Cl)c1)N/N=C/C=C/c1ccccc1
Screen / compound no.,1,3,7,9,11,16,21,23,24,27
MRP-1 activ,-1.9,0.2,-4.0,-0.7,-3.0,-0.3,-2.9,-2.4,-1.7,-0.3
BB579 growth dn,-75,1,-77,-2,12,-16,-19,-40,-15,-41
GALR2 blocker,-4,-24,4,13,10,3,15,7,-1,-1
E-sel TNF inh,-8,39,23,-2,11,·,5,-2,-32,·
Yeast life ext,0,-1,6,-9,-6,·,12,·,-19,2
Phagocyt inh,-2,0,-3,0,-14,·,1,·,0,-7
NPY Y2 blocker,4,4,0,-1,11,1,3,2,1,-1
Measles CPE,2,4,1,29*,33,3,11,3,7,16
HCT116 PTEN-null,34,100,31,99,91,107,90,84,96,88
HCT116 bCat-KO,43,106,43,90,90,94,92,81,107,93
